# Assay outcomes from PubChem BioAssay.
# ARFGAP1 inh = inhibitors of rat ARFGAP1; Q62848; Arfgap1-stimulated ARF1 GTP hydrolysis, GDP FP detection; inhibition, % at 16.5 µM; 0.26% of 360,000 active; AID 651572;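 active means inhibition above a per-plate limit, mean inhibition of low control wells plus 3 SD, cut at about 25% in these data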;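 further: 0% = DMSO wells with enzyme and 100% = wells lacking Arfgap1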
#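 Material: rat Arfgap1 catalytic domain, aa 1-136; also added: human ARF1(Δ1-17)-GTP substrate; compound dosing: one concentration, 16.5 µM, DMSO 1.26%; incubation: GTP hydrolysis reaction 2 h at 25 °C; measured by: Tracer-displacement fluorescence polarization with EDTA stop, 620/688 nm; evaluation: % inhibition from polarization; repeats: one replicate per compound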
# SIAE primary = human SIAE inhibition, primary screen | Q9HAT2 | inhibition, % at 9.66 µM | AID 1053197 | 0.69% of 370,000 active | SIAE FP-Rh probe binding, fluorescence polarization;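 active means inhibition above a cutoff: mean of compounds within the control limits plus 3 SD of those, cut at about 17% in these data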;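 further: 0% = plate median of compound wells and 100% = probe without SIAE protein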
# Target sequence (Q9HAT2 whole entry, looked up): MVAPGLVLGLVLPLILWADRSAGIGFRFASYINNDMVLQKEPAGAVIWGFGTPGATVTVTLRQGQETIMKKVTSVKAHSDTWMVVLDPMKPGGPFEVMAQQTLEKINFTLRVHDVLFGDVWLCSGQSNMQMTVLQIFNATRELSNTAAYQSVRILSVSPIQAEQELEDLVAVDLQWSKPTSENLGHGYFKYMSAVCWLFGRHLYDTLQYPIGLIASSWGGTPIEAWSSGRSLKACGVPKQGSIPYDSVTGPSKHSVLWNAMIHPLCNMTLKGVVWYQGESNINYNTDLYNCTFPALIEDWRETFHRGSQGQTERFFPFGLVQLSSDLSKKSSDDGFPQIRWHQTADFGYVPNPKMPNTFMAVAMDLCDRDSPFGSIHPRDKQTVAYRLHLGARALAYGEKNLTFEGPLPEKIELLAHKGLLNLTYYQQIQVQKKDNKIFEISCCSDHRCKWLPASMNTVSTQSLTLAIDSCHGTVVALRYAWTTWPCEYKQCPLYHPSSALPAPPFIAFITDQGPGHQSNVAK
# PLC-beta3 inh = blocks human PLC-beta3 enzyme activity. Purified PLC-beta3, fluorogenic substrate, fluorescence. Q01970. AID 720704. inhibition, % at 12.2 µM. 0.18% of 370,000 active; in the data active means inhibition above about 11%;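 further: 0% = median of compound wells on plate and 100% = full blocker control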
# ADAM10 inh = ADAM10 inhibition, QFRET primary screen; recombinant ADAM10, EDANS/DABCYL FRET peptide cleavage, 3 h; inhibition, % at 7 µM; O14672; 0.62% of 370,000 active;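 active means inhibition above a per-campaign cutoff equal to the mean of compounds falling between control-based bounds plus 3 SD, cut at about 20% in these data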;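 further: 0% = DMSO wells while the 100% control is not disclosed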
# ADAM17 inh = inhibits human ADAM17; P78536; inhibition, % at 6.95 µM; recombinant ADAM17, EDANS/DABCYL FRET peptide cleavage; 0.83% of 370,000 active;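 active means inhibition above the mean of compounds lying between control limits plus 3 SD, set per campaign, cut at about 8.5% in these data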;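 further: 0% = DMSO-only wells as the low control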
# Tn6 DDE FP = disrupts Tn6 cyclic peptide binding to fibrin D-Dimer-E complex; P02675; Fibrin DD(E) TRITC-Tn6 fluorescence polarization displacement; inhibition, % at 8.3 µM; 0.21% of 370,000 active;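 active means inhibition above a per-campaign cutoff: mean of compounds within control limits plus 3 SD, cut at about 15% in these data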;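 further: 0% = median of all compound wells on the plate and 100% = blocking peptide control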
# Target sequence (P02675 whole entry, looked up): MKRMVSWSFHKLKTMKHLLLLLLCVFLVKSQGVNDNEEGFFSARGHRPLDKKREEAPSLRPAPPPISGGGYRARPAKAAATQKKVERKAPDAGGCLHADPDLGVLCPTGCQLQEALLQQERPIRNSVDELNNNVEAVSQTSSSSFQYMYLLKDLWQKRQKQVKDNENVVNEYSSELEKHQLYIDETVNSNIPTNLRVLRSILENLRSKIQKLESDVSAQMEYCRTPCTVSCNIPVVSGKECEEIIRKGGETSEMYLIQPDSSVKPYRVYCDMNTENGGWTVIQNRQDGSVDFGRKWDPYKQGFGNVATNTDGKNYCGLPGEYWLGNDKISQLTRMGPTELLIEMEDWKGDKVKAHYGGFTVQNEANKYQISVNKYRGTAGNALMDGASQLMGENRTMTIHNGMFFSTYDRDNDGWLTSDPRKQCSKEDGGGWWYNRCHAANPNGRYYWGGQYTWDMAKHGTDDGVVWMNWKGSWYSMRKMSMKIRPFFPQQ
# DDE Tn7 FP inh = inhibitors of Tn7 peptide binding to human fibrin DD(E). inhibition, % at 8.3 µM. P02675. AID 720508. FP displacement of FITC-Tn7 peptide from fibrin DD(E); 0% = median of compound wells per plate. 0.13% of 370,000 active;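 active means inhibition above the mean of compounds falling within the control limits plus 3 SD of them, cut at about 14% in these data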;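 further: 0% = plate median of compound wells and 100% = 10 µM Aha-Tn7 peptide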
#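 Test system: human clot-derived fibrin DD(E) complex / Quantity: 2 µM final DD(E) protein / Incubation: 10 min plus 3 h, room temperature / Measured by: fluorescence polarization / Benchmarks: high control of 10 µM Aha-Tn7 peptide / Replicates: singlicate testing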
# TDP2 inh = blocks human TDP2 phosphodiesterase activity. AID 720702. 0.34% of 370,000 active. O95551. inhibition, % at 12.8 µM. recombinant TDP2, T5PNP hydrolysis, p-nitrophenol absorbance 415 nm;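 active means inhibition above the mean of all tested compounds plus 3 SD, set per campaign, cut at about 25% in these data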;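 further: 0% = DMSO with enzyme and 100% = buffer with substrate but no TDP2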
#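 Test system: Human TDP2 enzyme | Reagent: 5 mM T5PNP | Compound dosing: 12.8 µM single point, 1% DMSO | Incubation: Enzyme reaction with compound for 2 h at 37 °C | Technique: p-Nitrophenol epi absorbance | Read-out: % inhibition relative to enzyme-containing and enzyme-free wells | Benchmarks: High control without enzyme, low control DMSO plus TDP2 | Replicates: Singlicate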
# ASAP1 GAP inh = blocks human ASAP1-stimulated Arf1 GTP hydrolysis | Q9ULH1 | GDP FP detection | inhibition, % at 16.5 µM | 0.19% of 360,000 active | AID 624377; in the data active means inhibition above about 25%;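 further: 0% = vehicle with enzyme and substrate and 100% = no enzyme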
# PLC-gamma1 inh = PLC-gamma1 (human) inhibition, primary screen; P19174; purified PLC-gamma1, fluorogenic substrate, fluorescence; inhibition, % at 12.2 µM; 0.84% of 370,000 active; AID 720700; in the data active means inhibition above about 9.5%
# * marks the source's active call; other numbers are inactive results; i = inactive; x = not tested or not shown.
# Fields: ARFGAP1 inh	SIAE primary	PLC-beta3 inh	ADAM10 inh	ADAM17 inh	Tn6 DDE FP	DDE Tn7 FP inh	TDP2 inh	ASAP1 GAP inh	PLC-gamma1 inh
1: NC(=O)c1cccc(Nc2nc(C(N)Cc3ccc(C(F)(F)F)cc3)cs2)n1 (stereo not drawn)
→ -8	-6	1	-20	-3	-6	-8	-1	17	3
2: Cc1cc(C)n2nc(SCCOc3ccc(F)cc3)nc2n1
→ 1	6	0	0	-5	-8	2	10	-3	1
3: CCOc1ccc(S(=O)(=O)NC(C)C(=O)NCc2cccnc2)cc1 (stereo not drawn)
→ 4	1	-9	-4	2	-1	-3	-11	4	1
4: O=C(NNC(=O)C1CCCCC1)c1ccc(Br)cc1
→ -4	6	1	-3	1	1	0	-4	-5	0
5: O=C(COC(=O)c1cc(Cl)ccc1O)Nc1ccc2c(c1)OCCO2
→ 5	-8	-22	-27	-7	-5	7	-6	4	-13
6: CC1(C)CC(=O)C=C(c2ccc(COC(=O)/C=C/c3ccccc3)cc2)C1=O
→ 5	-3	-4	5	0	-7	-2	7	-7	-1
7: COc1ccc(CCNC(=O)CSc2nc(C)nc3c2c(=O)n(C)c(=O)n3C)cc1OC
→ -6	1	2	-8	-1	2	-1	8	-7	3
8: Cc1cc(C)cc(C(=O)NCC(=O)N2CCN(C(c3ccccc3)c3ccccc3)CC2)c1
→ -4	-11	-2	12	3	-5	-5	2	19	2
9: COc1ccc(CN2C(=O)C(CC(=O)NCc3ccco3)CC(C(=O)N3CCOCC3)=C2C)cc1 (stereo not drawn)
→ -8	0	-8	-32	-1	-8	7	4	7	1
10: COc1ccc(C(=O)N2CCCC(c3nc(-c4cccs4)no3)C2)cc1 (stereo not drawn)
→ 7	2	3	-2	-1	-1	4	-5	2	1
11: CCN(CC(=O)Nc1c(F)cccc1F)C(=O)C1CC(=O)N(c2ccc3c(c2)OCCO3)C1 (stereo not drawn)
→ -1	-2	1	-4	-2	2	7	5	-17	-2
12: CC(=O)Nc1ccc(NC(=O)C(C)NC(C)c2cccc3ccccc23)cc1 (stereo not drawn)
→ 5	-7	1	10	3	5	0	-2	-8	4
13: CC(Nc1nc(-c2cccc(Br)c2)cs1)c1nc2cc(Cl)c(N3CCCCC3)cc2n1CCOCCO (stereo not drawn)
→ 9	3	-8	17	2	-2	2	7	2	-2
14: Cc1ccc(C(=O)N/N=C\c2ccc(-c3ccc(Cl)c(Cl)c3)o2)cn1
→ 0	-46	-51	-14	-20	-2	-2	-8	7	-33
15: NNC(=O)CN1C(=O)Nc2ccc(Cl)cc2C1c1ccccc1 (stereo not drawn)
→ -1	3	7	6	2	-11	-7	6	5	4
16: CCO[C@@H]1c2c(ccc3ccc(=O)oc23)OC(C)(C)[C@@H]1O
→ 12	-1	-40	-424	-121	-1	-7	-2	14	-29
17: COc1cc(C(=S)N2CCOCC2)cc(OC)c1OS(=O)(=O)c1ccc(Cl)cc1
→ 12	11	-2	-2	0	5	2	-3	-8	3
18: CCn1nc(C)c(CN2CCCC(C(=O)c3cccc(OC(C)C)c3)C2)c1C (stereo not drawn)
→ -8	-2	-8	-8	-2	5	1	1	-13	-7
19: Cn1c(SC2C(=O)CC(C)(C)CC2=O)nnc1-c1ccco1
→ 2	1	5	3	0	0	-4	-8	14	6
20: O=S(=O)(c1ccc(NCc2ccccc2)cc1)N1CCOCC1
→ -8	4	-5	-4	-8	-1	1	8	2	0
21: O=C(Nc1ccc(N2CCCC2)cc1)c1ccc([N+](=O)[O-])cc1Cl
→ 17	-3	1	-3	1	2	-5	-7	8	-2
22: COc1ccccc1NS(=O)(=O)c1cccc(NC(=O)c2sc3ccccc3c2Cl)c1
→ 1	-40	-6	8	-1	5	-5	1	5	-1
23: COc1ccc2oc(-c3ccccc3)c(C(=O)N(C)C)c2c1
→ -12	-3	-117	-228	-81	4	-1	1	4	-85
24: COc1ccc(NC(=O)C[C@H]2C(=O)N(CCc3ccccc3)C[C@@H]2C)cc1
→ 0	-2	4	2	6	-2	-3	-19	1	9
25: COc1ccccc1-c1oc2ccccc2c1-c1ccccc1OC
→ 6	-3	-12	-31	-6	-1	-1	-9	-4	-8
26: Cc1cc(C(=O)N2CCCC(Nc3ccc(F)cc3)C2)c(C)o1 (stereo not drawn)
→ 7	1	-10	-5	-1	-1	5	-9	-4	-1
27: Cc1ccc(S(=O)(=O)Nc2nc3ccccc3nc2NCC2CCCO2)cc1C (stereo not drawn)
→ -4	5	-153	-250	-69	-2	-2	3	-8	-104
28: CCCOc1c(Br)cc(C2C3=C(CCCC3=O)N(C)C3=C2C(=O)CCC3)cc1OC
→ 7	1	i	i	-275	0	5	7	6	-411
29: Cc1[nH]ccc(=O)c1OCc1c(F)cccc1Cl
→ 2	-3	-1	-6	-2	2	-5	-1	-8	7
30: CC(C)(Oc1ccc(Cl)cc1)C(=O)NCC1CCCO1 (stereo not drawn)
→ -13	3	-4	1	-2	-5	7	1	-17	0
31: N=c1c2c(ncn1CCCO)Oc1c(ccc3ccccc13)C2c1ccccc1 (stereo not drawn)
→ -3	-8	-3	5	-3	6	2	3	-11	-1
32: O=C(CC1SC(=O)NC1=O)Oc1ccc(/C=N/NC(=O)c2ccccc2O)cc1 (stereo not drawn)
→ -4	9	-32	-8	-4	-5	-1	6	-7	-19
33: COCCNC(=O)C1(C)CCCN(Cc2ccc(-c3ccccc3)o2)C1 (stereo not drawn)
→ -10	8	1	-7	-1	-2	1	6	-11	-1
34: COc1ccc(OCC(=O)NC2CCCCCCC2)cc1
→ 3	-3	-4	3	5	-5	-9	-21	-6	11*
35: CCCN1CCN(C(=O)c2ccc(S(=O)(=O)N(C)c3ccccc3OC)cc2)CC1
→ -15	0	1	-4	0	-1	2	10	4	1
36: O=C(Nc1ccc(Cl)cc1)[C@@H]1[C@@H]2C(=O)N(c3ccc4ccccc4c3)C(=O)[C@@H]2[C@H]2C=CC=NN21
→ -9	-11	-34	-17	-2	-3	3	-3	4	-26
37: CN(C(=O)c1ccccc1[N+](=O)[O-])c1ccccc1C(=O)NCc1ccccc1
→ 13	2	-3	-5	2	6	-1	-12	7	1
38: Cc1ccc(N(C(=O)c2csnn2)C(C(=O)NC(C)(C)C)c2cccnc2)cc1 (stereo not drawn)
→ -1	0	-5	-5	0	2	0	-3	12	-2
39: O=C(O)/C=C\c1cccc(-n2cnnn2)c1
→ -3	10	5	-8	-4	10	2	1	8	0
40: C/C(=C/c1c[n+](Cc2ccc3c(c2)OCO3)c(N)[nH]1)Cn1[nH]c(=O)n(-c2ccccc2)c1=O
→ x	2	-2	-6	-5	7	0	-6	x	-4

# Reformatted bar-delimited: 13 of the compounds above
entry | Molecule | ARFGAP1 inh | SIAE primary | PLC-beta3 inh | ADAM10 inh | ADAM17 inh | Tn6 DDE FP | DDE Tn7 FP inh | TDP2 inh | ASAP1 GAP inh | PLC-gamma1 inh
28 | CCCOc1c(Br)cc(C2C3=C(CCCC3=O)N(C)C3=C2C(=O)CCC3)cc1OC | 7 | 1 | i | i | -275 | 0 | 5 | 7 | 6 | -411
29 | Cc1[nH]ccc(=O)c1OCc1c(F)cccc1Cl | 2 | -3 | -1 | -6 | -2 | 2 | -5 | -1 | -8 | 7
30 | CC(C)(Oc1ccc(Cl)cc1)C(=O)NCC1CCCO1 (stereo not drawn) | -13 | 3 | -4 | 1 | -2 | -5 | 7 | 1 | -17 | 0
31 | N=c1c2c(ncn1CCCO)Oc1c(ccc3ccccc13)C2c1ccccc1 (stereo not drawn) | -3 | -8 | -3 | 5 | -3 | 6 | 2 | 3 | -11 | -1
32 | O=C(CC1SC(=O)NC1=O)Oc1ccc(/C=N/NC(=O)c2ccccc2O)cc1 (stereo not drawn) | -4 | 9 | -32 | -8 | -4 | -5 | -1 | 6 | -7 | -19
33 | COCCNC(=O)C1(C)CCCN(Cc2ccc(-c3ccccc3)o2)C1 (stereo not drawn) | -10 | 8 | 1 | -7 | -1 | -2 | 1 | 6 | -11 | -1
34 | COc1ccc(OCC(=O)NC2CCCCCCC2)cc1 | 3 | -3 | -4 | 3 | 5 | -5 | -9 | -21 | -6 | 11*
35 | CCCN1CCN(C(=O)c2ccc(S(=O)(=O)N(C)c3ccccc3OC)cc2)CC1 | -15 | 0 | 1 | -4 | 0 | -1 | 2 | 10 | 4 | 1
36 | O=C(Nc1ccc(Cl)cc1)[C@@H]1[C@@H]2C(=O)N(c3ccc4ccccc4c3)C(=O)[C@@H]2[C@H]2C=CC=NN21 | -9 | -11 | -34 | -17 | -2 | -3 | 3 | -3 | 4 | -26
37 | CN(C(=O)c1ccccc1[N+](=O)[O-])c1ccccc1C(=O)NCc1ccccc1 | 13 | 2 | -3 | -5 | 2 | 6 | -1 | -12 | 7 | 1
38 | Cc1ccc(N(C(=O)c2csnn2)C(C(=O)NC(C)(C)C)c2cccnc2)cc1 (stereo not drawn) | -1 | 0 | -5 | -5 | 0 | 2 | 0 | -3 | 12 | -2
39 | O=C(O)/C=C\c1cccc(-n2cnnn2)c1 | -3 | 10 | 5 | -8 | -4 | 10 | 2 | 1 | 8 | 0
40 | C/C(=C/c1c[n+](Cc2ccc3c(c2)OCO3)c(N)[nH]1)Cn1[nH]c(=O)n(-c2ccccc2)c1=O | x | 2 | -2 | -6 | -5 | 7 | 0 | -6 | x | -4

# Continued.
# Fields: ARFGAP1 inh	SIAE primary	PLC-beta3 inh	ADAM10 inh	ADAM17 inh	Tn6 DDE FP	DDE Tn7 FP inh	TDP2 inh	ASAP1 GAP inh	PLC-gamma1 inh
41: CCOC(=O)c1cc(=O)n2c(nc3ccccc32)[nH]1
→ 0	-2	i	i	i	0	-2	7	-12	i
42: Cc1c(Cl)cnc(NC(=O)COC(=O)c2ccncc2)c1Cl
→ 8	13	-31	-14	-7	2	2	-2	-8	-22
43: Cc1ccc(N2CC(O)Cn3c2nc2c3c(=O)n(C)c(=O)n2C)cc1 (stereo not drawn)
→ -1	-1	6	12	2	-6	-9	-14	-2	6
44: CC(C)NC(=O)N(C)C[C@H]1Oc2ccc(NS(=O)(=O)c3ccc(F)cc3)cc2C(=O)N([C@H](C)CO)C[C@@H]1C
→ 10	2	4	-2	-4	2	-4	10	-13	2
45: Cn1cccc1C(=O)NCC(c1ccc(F)cc1)N1CCOCC1 (stereo not drawn)
→ -4	-4	-4	4	-5	4	-1	-1	4	3
46: COC(=O)CSc1nc(C)c(C(C)=O)cc1C#N
→ -4	-4	5	10	1	5	-3	-13	-1	5
47: CN(C)C(=C(C#N)C#N)N1CCN(c2ccc(Cl)c(Cl)c2)CC1
→ -6	8	-3	-5	-1	0	2	1	1	3
48: Cc1cc(Cl)c(S(=O)(=O)NCc2ccccc2)cc1OCC(N)=O
→ -3	3	3	2	2	-4	-2	-3	2	4

# This is a random part of the collection. About 3.6% of those tested had a hit in this group.
